# PfHsp40 yeast – rescue of PfHsp40-mediated yeast toxicity | growth rescue, % at 12.5 µM | 0.68% of 340,000 active | S. cerevisiae expressing PfHsp40, growth rescue, ATP luminescence; in the data active = growth rescue above about 28%, passing the limit was not always enough; inconclusive = no clear call, values can overlap the other calls;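 also: yeast W303a lacking pdr1 and pdr3 grown in galactose medium; growth measured after three days at 30 °C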
# SARS 3CLpro inh – SARS-CoV 3CLpro protease inhibition; 0.14% of 290,000 active; inhibition, % at 6 µM; recombinant SARS-CoV 3CLpro, quenched FRET peptide cleavage; P0C6X7; AID 1706; in the data active = inhibition above about 12%
# DUSP3 inh – blocks human VHR1 dual specificity phosphatase. P51452. recombinant VHR phosphatase, pNPP absorbance. inhibition, % at 13.3 µM. 0.52% of 290,000 active. AID 1654; in the data active = inhibition above about 50%; also: some compounds called inactive have numbers as strong as hits
# Target sequence (P51452 whole entry, looked up): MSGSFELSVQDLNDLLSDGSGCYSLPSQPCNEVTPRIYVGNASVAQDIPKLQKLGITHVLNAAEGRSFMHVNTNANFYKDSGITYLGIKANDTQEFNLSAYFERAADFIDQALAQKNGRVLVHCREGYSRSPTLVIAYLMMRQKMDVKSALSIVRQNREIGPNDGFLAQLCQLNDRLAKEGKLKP
# Rv3671c inh – inhibitors of M. tuberculosis serine protease Rv3671c. AID 2606. 0.048% of 320,000 active. P9WHR9. inhibition, % at 5.96 µM; in the data active = inhibition above about 38%;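 also: extracellular domain of Rv3671c used as enzyme; 0% = enzyme with DMSO and 100% = no enzyme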
# Target sequence (P9WHR9 whole entry, looked up, the tested form may be a part): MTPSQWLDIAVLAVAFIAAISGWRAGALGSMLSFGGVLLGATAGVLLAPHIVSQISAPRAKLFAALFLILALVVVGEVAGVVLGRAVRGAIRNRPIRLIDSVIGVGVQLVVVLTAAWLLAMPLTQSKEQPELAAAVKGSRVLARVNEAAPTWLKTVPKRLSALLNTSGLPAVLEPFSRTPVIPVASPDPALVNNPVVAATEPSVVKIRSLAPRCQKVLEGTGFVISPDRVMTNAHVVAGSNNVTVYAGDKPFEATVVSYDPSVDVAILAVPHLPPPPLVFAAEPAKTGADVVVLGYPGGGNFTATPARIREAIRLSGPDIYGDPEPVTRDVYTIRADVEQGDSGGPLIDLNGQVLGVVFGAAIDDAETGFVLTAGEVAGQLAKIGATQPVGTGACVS
# Anthrax LF inh2 – anthrax lethal factor protease inhibition | P15917 | multiplex microsphere protease cleavage assay, LF | inhibition, % at 10 µM | 0.12% of 360,000 active | AID 588501; in the data active = inhibition above about 30%; inconclusive = no clear call, values can overlap the other calls; also: plate controls were buffer without enzyme for full effect and enzyme alone for no effect
# PriA SSB inh – inhibitors of Klebsiella pneumoniae PriA binding to SSB C-terminal tail. 0.6% of 430,000 active. inhibition, % at 33 µM. AlphaScreen SSBct-PriA binding, biotinylated peptide. AID 1272365; in the data active = inhibition mostly above about 37%, no sharp cut-off; inactive = mostly below about 20%;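 also: plate controls were negative control peptide for no effect and reference peptide for full effect; strong numbers were not always called active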
# Yp Topo-I inh – blocks Yersinia pestis topoisomerase I activity. AID 504884. 0.064% of 360,000 active. Y. pestis Topo-I cleavage product accumulation, plate reader. activity, % at 10 µM; in the data active = activity above about 50%, passing the limit was not always enough; inconclusive = no clear call, values can overlap the other calls; also: inactives centre near 2
# BH1578 lux ind – inducers of Vibrio cholerae quorum light production without autoinducers; V. cholerae BH1578 lux reporter, luminescence, 6 h; 0.16% of 350,000 active; activation, % at 18.7 µM; AID 588436; in the data active = activation mostly above about 9.7%, no sharp cut-off; inconclusive = no clear call, values can overlap the other calls; inactive = mostly below about 3.7%; also: not every result past the cut was called active; inactives centre near 0; reference of the scale not given here
# MazF activator – activators of E. coli MazEF toxin-antitoxin RNase. P0AE70. FAM/BHQ RNA-DNA oligo cleavage fluorescence, 5 h. activation, % at 20 µM. 0.32% of 350,000 active; in the data active = activation above about 50%
# Target sequence (P0AE70 whole entry, looked up): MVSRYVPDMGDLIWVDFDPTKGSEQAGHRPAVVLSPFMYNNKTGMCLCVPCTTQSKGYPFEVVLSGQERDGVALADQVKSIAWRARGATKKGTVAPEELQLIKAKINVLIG
# TcdB GH inh – TcdB glycohydrolase inhibition | inhibition, % at 9.99 µM | 0.24% of 350,000 active | TcdB glycohydrolase enzymatic assay, plate reader; in the data active = inhibition above about 10%
# * marks the source's active call; other numbers are inactive results; i = inactive; ? = inconclusive; . = not tested or not shown; & = joins results of further samples. These rows are one share of the data; rates above refer to the full screens.
SMILES,PfHsp40 yeast,SARS 3CLpro inh,DUSP3 inh,Rv3671c inh,Anthrax LF inh2,PriA SSB inh,Yp Topo-I inh,BH1578 lux ind,MazF activator,TcdB GH inh
O=C(NCc1ccccn1)/C(=C/c1ccco1)NC(=O)c1ccccc1,-1.1,7,3,-2,-1,-15,1,-0.3,-13,.
O=C(c1ccco1)N1CCN(S(=O)(=O)c2ccccc2)CC1,-1.2,2,-2,3,6,-8,-3,-0.3,5,-0.6
CN(C(=O)COC(=O)/C=C/c1ccc(C(F)(F)F)cc1)C1CCS(=O)(=O)C1 (stereo not drawn),2.8,6,5,-2,0,-20,-8,-1.1,6,0.6
O=C(Nc1ccc(Cl)cc1)NC1CCS(=O)(=O)C1 (stereo not drawn),-1.0,-1,24,11,0,-14,-4,-0.3,3,.
COC(=O)c1ccc(OC)c(CSc2nnc(COc3ccc(OC)cc3)o2)c1,0.1,-3,-4,3,-6,-20,16,-0.3,2,.
COc1ccc(N2CCN(C(=O)c3ccc(Br)cc3)CC2)c([N+](=O)[O-])c1,-0.1,-1,19,4,-2,22,-5,i,-1,-0.1
COc1ccc(-c2cc(NC=O)c3ncc(-c4cc(OC)c(OC)c(OC)c4)n3c2)c(OC)c1,.,.,.,.,0,.,6,i,.,-2.6
COc1ccc(NC(=O)CN(C)C(=O)CNC(=O)c2cccs2)cc1,-0.6,-2,21,-2,0,-7,6,i,0,0.6
COc1ccccc1NC(=S)NC(NC(C)=O)C(Cl)(Cl)Cl (stereo not drawn),-0.8,-1,-18,-6,-11,2,13,i,-10,-0.3
COc1ccc(COC(=O)CCc2cc(OC)c(OC)c(OC)c2)cc1F,-1.1,.,.,.,-7,-21,-3,i,-2,2.8
Cc1ccc(S(=O)(=O)NC(CC(C)C)C(=O)N2CC(C)OC(C)C2)cc1 (stereo not drawn),-0.9,-1,-24,7,3,-1,-10,i,1,0.9
O=C(COc1ccc(F)cc1)Nc1nc(-c2cccnc2)cs1,.,.,.,.,-5,.,3,-1.3,-4,-1.4
Cc1c(CC(=O)N2CCC(O)CC2)c(=O)oc2cc3c(cc12)CCC1(CCCCC1)O3,.,.,.,.,-2,.,42,-0.2,-7,-0.2
O=C(OCC(=O)N1CCC(Cc2ccccc2)CC1)c1ccccc1NCCO,2.7,.,.,7,-5,-15,40,i,3,-4.1
CC(C)(C)OC(=O)N1CCCC(C(=O)Nc2ccc(C(=O)N3CCCC3)cc2)C1 (stereo not drawn),0.8,.,.,1,-2,-12,20,-0.1,4,0.3
CN(Cc1cccc(Cl)c1Cl)CC(O)COc1ccccc1 (stereo not drawn),-1.4,0,13,7,-2,-5,33,i,-10,0.3
Cc1cc(C)c(OCCn2ccnc2)c(C)c1,-1.8,1,-7,.,-6,-7,1,-3.8,4,0.0
Cc1nc2ccccc2c2nc(NC(=O)Cc3ccccc3)nn12,0.9,-2,-4,-6,-8,-1,7,-2.5,-7,.
c1ccc2c(CSCc3nc4ccccc4[nH]3)cccc2c1,1.3,-6,11,-16,-3,-13,-3,i,14,.
CC(=O)c1cccc(NC(=O)C2CCCN2S(=O)(=O)c2cccc3cccnc23)c1 (stereo not drawn),0.0,1,-2,10,-5,3,1,1.5,4,0.0
Cc1noc(C)c1COc1ccc(C(=O)OCC(=O)OC(C)(C)C)cc1,1.9,5,0,7,6,-2,9,1.1,0,1.8
Cc1cc(Br)cc2c(C(=O)NCC3CCCO3)cc(-c3ccccc3)nc12 (stereo not drawn),?,6,-9,4,2,-5,8,-0.3,-9,-0.4
CCN1CCN(C(c2ccccc2)c2nnnn2CCc2ccc(OC)c(OC)c2)CC1 (stereo not drawn),0.9,-2,21,3,-5,-12,-4,0.0,4,.
NC(=O)c1ccsc1NC(=O)COC(=O)Cc1ccc(F)cc1,.,.,.,.,2,.,5,4.5,10,1.7
COCCNC(=O)C1CCC(=O)N(c2ccc(OC)cc2)C1c1ccc(OC)c(OC)c1 (stereo not drawn),-1.5,3,33,-9,0,8,7,i,2,.
CCOC(=O)c1nnc(-c2ccc(C)cc2)nc1Sc1ccc(Cl)cc1,-1.7,2,-10,4,-3,-5,0,i,-3,.
CCCNC(=O)C(Cc1ccccc1)NC(=O)c1ccccc1 (stereo not drawn),-1.0,.,.,3,3,-4,4,-5.9,4,-1.9
Cc1cc(=O)[nH]c(N/N=C/c2c(C)nn(-c3ccccc3)c2Cl)n1,-0.8,-3,15,-1,.,.,-5,-0.5,6,2.5
O=C(CN(c1ccccc1)S(=O)(=O)c1ccccc1[N+](=O)[O-])Nc1cccnc1,-0.8,6,26,-2,4,6,2,-0.5,0,0.2
Cc1ccc(CNC(=O)c2ccccc2-n2cnnn2)cc1,-0.2,7,-4,5,2,-11,1,0.9,12,0.4
Nc1ncnc2nn(C3OC(CO)C(O)C3O)nc12 (stereo not drawn),.,.,.,.,0,.,-4,0.7,6,3.1
CCCn1c(=O)c(C(=O)NNC(=O)c2ccc(Cl)cc2Cl)c(O)c2ccccc21,-0.1,7,20,-8,-2,-20,4,-11,-1,1.1
COc1c(Cl)ccc(Cl)c1C(=O)NC(=O)N1CCOCC1,-0.2,-1,19,-1,0,-2,-3,-0.7,5,.
C=CCNC(=O)/C(=C/c1ccccc1OCC)NC(=O)c1ccccc1,-0.2,1,34,2,2,-12,1,i,5,5.8
COc1cccc(NC(=O)c2cnc(NS(=O)(=O)c3ccccc3)nc2)c1,.,.,.,.,-3,.,-2,-0.6,-6,-0.9
COc1ccc(/C=C/C2=CC(C)(C)NC(=S)N2)cc1OC,-0.6,-3,37,5,1,-9,-4,-0.8,5,1.5
COc1ccccc1NC(=O)CN1CCN(CC(=O)Nc2ccccc2F)CC1,-0.4,.,.,.,-2,-3,5,0.1,4,0.8
CCOC(=O)N1N=C(C)CC1(O)c1ccc(Cl)cc1 (stereo not drawn),-0.7,4,-10,-11,-3,-9,11,-0.2,0,0.5
O=C(Nc1cccnc1)c1cc(-c2cccs2)on1,-0.5,-3,45,-8,1,-3,-1,-6.2,-9,.
CC1(C)CC(NC(=O)C(=O)NCCc2ccccc2)CC(C)(C)N1,0.7,-1,9,1,16,4,-5,-0.6,1,1.3
CC(C)c1cccc(-c2csc(C(O)c3ccco3)n2)c1 (stereo not drawn),.,.,.,.,0,.,12,-0.7,.,1.2
CN1CCN(C(=O)C2=C[C@H](C3CC3)C[C@H](OCc3ccc(CO)cc3)O2)CC1,-0.7,.,.,2,4,21,-5,2.4,10,.
CC(NC(=O)CSc1nc2ccccc2n1C)c1ccccc1 (stereo not drawn),-0.2,-5,22,3,-1,-14,5,-0.1,0,5.8
CC1Cc2ccccc2N1C(=O)CN(C)S(=O)(=O)c1cccc2cccnc12 (stereo not drawn),0.2,-2,8,-13,-4,-8,6,-0.6,7,-0.9
Cc1nc([N+](=O)[O-])cn1CC(=O)c1ccccc1,0.4,0,-4,-5,-6,-7,0,i,6,-0.6
O=C(NC(=S)Nc1ccc(Br)c(Cl)c1)C1CC1,-0.4,4,2,.,-3,-16,14,-0.1,-2,0.6
COc1ccc(/C(O)=C2/C(=O)C(=O)N(CCN(C)C)C2c2cccnc2)cc1C (stereo not drawn),0.0,5,6,-2,1,.,-8,-1.4,11,-0.1
CCC(C)C1NC(=O)C(NC(=O)C(CC(C)C)N(C)C(=O)C2CCCN2C(=O)C(C)O)C(C)OC(=O)C(Cc2ccc(OC)cc2)N(C)C(=O)C2CCCN2C(=O)C(CC(C)C)NC(=O)[C@H](C)C(=O)[C@H](C(C)C)OC(=O)CC1O (stereo partly drawn),-1.2,.,.,.,1,-7,13,5.6,5,-3.5
O=C(C1CC(=O)N(C2CCCCCCC2)C1)N1CCC2(CC1)OCCO2 (stereo not drawn),-0.9,-5,-8,2,0,-1,3,-0.2,2,.
Cc1ccc(N(CC(=O)Nc2cc(Cl)ccc2Oc2ccccc2)S(C)(=O)=O)cc1C,2.2,-1,3,-15,-2,1,33,i,-3,.
COc1ccc(S(=O)(=O)NCCSCc2ccco2)cc1OC,-0.5,1,0,8,0,8,9,i,-7,-1.1
C[C@@H]1CN([C@H](C)CO)C(=O)CCCn2nncc2CO[C@@H]1CN(C)S(=O)(=O)c1ccccc1F,.,.,.,.,-2,.,4,2.3,2,0.0&-0.2
CC(=O)Nc1ccccc1OP1(=O)COc2ccccc2OC1,0.3,-6,29,-1,4,-9,1,-0.3,6,.
COc1ccc(C(=O)[C@@H]2CC[C@](C)(C(=O)O)C2(C)C)cc1,-1.8,.,.,7,-6,8,-2,2.6,-4,-1.0
CCOc1ccc(N(C(C)C(=O)N/N=C(\C)C(C)(C)C)S(C)(=O)=O)cc1 (stereo not drawn),-0.9,1,-2,-7,-4,.,-2,2.7,4,.
COc1ccc(/C=N\NC(=O)C2COc3ccccc3O2)cc1O (stereo not drawn),-0.2,4,29,4,.,.,0,-0.5,-13,5.0
CC(=O)Nc1ccc(NC(=O)C(C)OC(=O)CN2C(=O)C3CCCCC3C2=O)cc1 (stereo not drawn),-1.7,.,.,.,4,-6,-3,-1.5,0,1.1
CS(=O)(=O)N1CCCC(C(=O)N2CCC3(CC2)OCCO3)C1 (stereo not drawn),0.1,-4,11,-1,-6,-9,-1,1.6,-6,0.1
O=c1ccn2c(n1)SC(c1ccccc1)C2 (stereo not drawn),.,.,.,.,9,.,5,i,2,-5.9
Nc1c(C(=O)NCc2ccc3c(c2)OCO3)c2nc3ccccc3nc2n1CCCN1CCOCC1,0.0,-3,3,8,5,-11,1,i,-22,.

# Next records.
SMILES,PfHsp40 yeast,SARS 3CLpro inh,DUSP3 inh,Rv3671c inh,Anthrax LF inh2,PriA SSB inh,Yp Topo-I inh,BH1578 lux ind,MazF activator,TcdB GH inh
COC(=O)CSc1nc(C)cc(C(F)(F)F)c1C#N,0.4,-2,30,-2,-2,-24,5,i,0,.
CSCCC(NC(=O)COc1ccccc1)C(=O)N1CCN(c2ccccc2O)CC1 (stereo not drawn),-0.6,.,.,-5,0,5,23,-1.7,11,-0.3
CSc1ccc(C(=O)C2CCCN(C(=O)c3cccnc3SC)C2)cc1 (stereo not drawn),-0.9,5,16,8,-1,-2,28,i,0,0.9
CC(=O)c1c(O)cc(=O)oc1-c1ccc(C)cc1,-0.1,.,.,2,-4,-3,0,-0.4,4,0.0
COc1cc(OC)cc(OCC(O)Cn2ccnc2C)c1 (stereo not drawn),-1.1,3,-6,-4,-3,3,2,-0.3,-7,.
COc1cccc(NC(=O)CS(=O)(=O)c2cn(CC(=O)N3CCOCC3)c3ccccc23)c1,0.8,-1,6,-1,.,2,-7,-0.7,0,0.5
NNC(=O)c1ccc(O)cc1,0.2,.,.,-1,-11,-12,4,i,6,1.1
C=Cc1ccc(Cn2c(C)c(C(=O)NCc3cccc(C)c3)sc2=O)cc1,.,.,.,.,-16,.,37,-0.4,.,1.1
FC(F)(F)c1cccc(Cc2noc(CN(Cc3ccccn3)CC3CCCO3)n2)c1 (stereo not drawn),4.4,-1,-8,7,0,-13,9,-3.3,-7,1.9
Cc1cc(OC(=O)c2cccc(F)c2)c([N+](=O)[O-])c(=O)[nH]1,-0.9,-2,-9,-12,1,7,-1,-0.5,3,0.6

# Given field by field: part of the list above
CC(=O)c1c(O)cc(=O)oc1-c1ccc(C)cc1
  PfHsp40 yeast: -0.1	SARS 3CLpro inh: .	DUSP3 inh: .	Rv3671c inh: 2	Anthrax LF inh2: -4	PriA SSB inh: -3	Yp Topo-I inh: 0	BH1578 lux ind: -0.4	MazF activator: 4	TcdB GH inh: 0.0

COc1cccc(NC(=O)CS(=O)(=O)c2cn(CC(=O)N3CCOCC3)c3ccccc23)c1
  PfHsp40 yeast: 0.8	SARS 3CLpro inh: -1	DUSP3 inh: 6	Rv3671c inh: -1	Anthrax LF inh2: .	PriA SSB inh: 2	Yp Topo-I inh: -7	BH1578 lux ind: -0.7	MazF activator: 0	TcdB GH inh: 0.5

# Assay outcomes from PubChem BioAssay.
